HCV inh: qHTS Assay for Inhibitors of Hepatitis C Virus (HCV); AID 651820, 2012; Potency, µM (titrated, usually from 41.8 µM), inactives show at the highest dose activity change, negative = inhibition, hits mostly inhibitors; Huh7.5.1 HCVcc-Cre infection, luciferase reporter, 44 h; 340,000 tested, 3.4% active; also: potency is read from the fitted curve at half-maximal effect
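Compounds are dispensed onto cells plated 4 h earlier at 1,000 per well, with HCVcc-Cre virus (about 0.5 moi) added next. Following 44 h of culture, luminescent signal is measured for 15 sec after 15 min with substrate at room temperature.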
FBPA Giardia inh: qHTS Assay for Inhibitors of Fructose-1,6-bisphosphate Aldolase from Giardia Lamblia. purified Giardia FBPA. Potency, µM (series often up to 59.6 µM), for inactives: top-dose activity, negative = inhibition, actives largely listed as inhibitors. 290,000 tested, 0.71% active. AID 2451, 2010; also: potency is read from the fitted curve at half-maximal effect; nearly all actives have a fitted effect of over 55% in size
Target sequence (A8B2U2 whole entry, looked up): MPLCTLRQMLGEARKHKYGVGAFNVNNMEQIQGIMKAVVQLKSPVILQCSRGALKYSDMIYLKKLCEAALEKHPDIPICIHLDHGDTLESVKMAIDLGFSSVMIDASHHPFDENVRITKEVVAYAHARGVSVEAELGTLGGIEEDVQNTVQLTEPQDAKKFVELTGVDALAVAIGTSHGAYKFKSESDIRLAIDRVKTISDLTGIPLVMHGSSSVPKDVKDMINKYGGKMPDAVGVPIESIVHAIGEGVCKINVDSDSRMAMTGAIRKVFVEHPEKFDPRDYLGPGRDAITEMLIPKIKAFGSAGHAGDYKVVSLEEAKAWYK
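40 nM FBPA preincubated 10 min at RT with compound (up to 57.5 uM final), then substrate plus GAPDH/TPI/NAD/arsenate coupling and diaphorase/resazurin added. Fluorescence read after 20 min at RT, 525/598 nm.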
AmpC detergent: qHTS Inhibitors of AmpC Beta-Lactamase (assay with detergent). P00811. AmpC hydrolysis of nitrocefin, absorbance 480 nm, 0.01% Triton. Potency, µM (series often up to 114 µM), for the others: at the top dose activity change, negative = inhibition, usual class: inhibitors. 370,000 tested, 0.041% active;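 also: potency is read from the fitted curve at half-maximal effect; 0% = no-compound wells and -100% = no-enzyme wells; nearly all actives have a fitted effect of over 25% in size; some results filed as inactive show a strong effect at the top dose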
Target sequence (P00811 whole entry, looked up): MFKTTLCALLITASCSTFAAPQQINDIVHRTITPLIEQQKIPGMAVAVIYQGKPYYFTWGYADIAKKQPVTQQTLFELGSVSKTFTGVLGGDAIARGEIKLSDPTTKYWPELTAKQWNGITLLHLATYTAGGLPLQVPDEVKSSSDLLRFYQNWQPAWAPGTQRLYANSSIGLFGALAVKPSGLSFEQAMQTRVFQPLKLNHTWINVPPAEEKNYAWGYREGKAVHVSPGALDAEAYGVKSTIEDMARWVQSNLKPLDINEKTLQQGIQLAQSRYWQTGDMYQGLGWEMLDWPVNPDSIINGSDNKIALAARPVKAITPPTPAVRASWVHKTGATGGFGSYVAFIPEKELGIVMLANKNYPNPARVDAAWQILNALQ
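AmpC (5.3 nM in the dispensed reagent) in 20 mM phosphate pH 7.0 with 0.01% (detergent screen) or 0.0001% Triton X-100 was preincubated with compounds for 15 min at room temperature. Nitrocefin was then added from an 800 uM solution, and hydrolysis was followed at 480 nm.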
Sm TGR block: qHTS Assay for the Inhibitors of Schistosoma Mansoni Peroxiredoxins. Schistosoma mansoni thioredoxin glutathione reductase (TGR), Q962Y6. purified TGR, DTNB reduction, TNB absorbance 405 nm. Potency, µM (highest dose often 114 µM), without a hit: at the highest dose activity change, negative = inhibition, most hits filed as inhibitors. 360,000 tested, 3% active. AID 485364, 2010; also: potency is read from the fitted curve at half-maximal effect; nearly all actives have a fitted effect of over 60% in size
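First, TGR (20 nM dispensed) and NADPH were mixed with compound. Second, a 15 min room-temperature incubation followed. Third, further NADPH and then DTNB were added to start the reaction. Finally, TNB absorbance was monitored kinetically.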
AmpC no deterg: qHTS Inhibitors of AmpC Beta-Lactamase (assay without detergent). Potency, µM (titrated, usually from 57.1 µM), for inactives: at the highest dose activity change, negative = inhibition, actives largely listed as inhibitors. AmpC nitrocefin hydrolysis, absorbance 480 nm, 0.0001% Triton. 330,000 tested, 0.52% active. AID 485341, 2010. P00811;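 also: potency is read from the fitted curve at half-maximal effect; plate controls were no compound for no effect and no enzyme for full effect; nearly all actives have a fitted effect of over 20% in size; some results filed as inactive show a strong effect at the top dose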
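AmpC (5.3 nM in the dispensed reagent) in 20 mM phosphate pH 7.0 with 0.01% (detergent screen) or 0.0001% Triton X-100 was preincubated with compounds for 15 min at room temperature. Nitrocefin was then added from an 800 uM solution, and hydrolysis was followed at 480 nm.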
HCMV inh: qHTS Assay for inhibitors of the human cytomegalovirus (HCMV) | HFF cells, HCMV-luciferase reporter, 72 h; stronger effect = lower value | activity change, negative = inhibition, % at 57.5 µM | 410,000 tested, 4.5% active | AID 1259415, 2018; in the data active = activity change below about -60%; inconclusive = no clear call, values can overlap the other calls; inactive = above about -39%
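Two-dose cell screen: HFF monolayers treated with compounds and infected with luciferase-expressing HCMV at 1 PFU/cell, 72 h at 37C, then lysed for luciferase measurement.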
Numbers without * were called inactive; u = inconclusive; x = not tested or not shown; & = joins results of further samples; [ ] = remark or other dose. Unless noted, calls follow the shape of the dose curve; as a rule, active = well fitted curve in the direction sought with a large enough effect; inconclusive = small, poorly fitted or top-dose-only effect, or another doubt; inactive = no such curve, though single readings can be large; an effect the other way counts as inactive or inconclusive. Unless noted, % is scaled to controls: 0 for no effect and ±100 for the full control effect.

Sequence of screens – HCV inh | FBPA Giardia inh | AmpC detergent | Sm TGR block | AmpC no deterg | HCMV inh
> C(#Cc1ccc(C#CCN2CCOCC2)cc1)CN1CCOCC1
  -4% | 9% | -16% | -7% | 15% | -16
> NC(=O)CN1C(=O)/C(=c2\sc3nc(=O)c(Cc4ccccc4)nn3c2=O)c2ccccc21
  26% | u | 5% | 0.35µM* | -14% | -4
> CC1CCN(c2ccc([N+](=O)[O-])cn2)CC1
  -10% | 6% | -12% | -8% | -28% | -27
> CCCCNC(=O)c1ccccc1SCC(=O)NC1CCCCCCC1
  -24% | x | u | 1% | -7% | -17
> Cc1cc(C)n2nc(C(=O)OCC(=O)c3ccccc3Cl)nc2n1
  -11% | x | 5% | -23% | -10% | -11
> Cc1ccccc1NC(=O)NC1CCS(=O)(=O)C1 (stereo not drawn)
  25% | 5% | -1% | 7% | -14% | 11
> CC(=O)c1ccc(N(CC(=O)NC2CCCCC2)C(=O)CNC(=O)c2cccs2)cc1
  15% | -3% | 3% | 1% | 41% | -18
> CCOc1ccc(CCNC(=O)COC(=O)c2ccncc2)cc1OCC
  19% | x | x | x | 33% | 2
> CCN(CC)c1ccc(C2NCC(c3ccc([N+](=O)[O-])cc3)O2)cc1 (stereo not drawn)
  17% | -26% | 2% | -5% | -21% | 3
> O=C(NCc1ccccc1Cl)C1CCCN(C(=O)c2cnn(-c3ccc(F)cc3)c2-n2cccc2)C1 (stereo not drawn)
  x | x | -6% | 1% | x | -12
> Cc1ccsc1C(=O)N1CC=C(c2ccccc2)CC1
  15% | x | -12% | -9% | -1% | 20
> CN(CC(=O)Nc1ccccc1Cl)C(=O)c1cc(-c2cccs2)nn1-c1ccccc1
  u | x | u | 1% | -21% | -18
> CCN1C(=O)C(CC(=O)Nc2ccc(OC)cc2)N(Cc2ccc(OC)c(OC)c2)C1=S (stereo not drawn)
  -1% | -5% | 0% | -6% | 71%[activator] | 9
> Cc1ccc(S(=O)(=O)N2CCN(C(=O)c3ccc([N+](=O)[O-])cc3)C2)cc1
  2% | 1% | 2% | 0% | -5% | -24
> CC(=O)OCc1ccccc1Sc1ccccc1C(=O)NCc1ccccc1
  0% | -13% | -5% | 9% | -15% | 3
> CNC(=S)N1CCn2cccc2C1c1cccnc1 (stereo not drawn)
  6% | 3% | -3% | -5% | -3% | 31
> O=c1c2ccccc2nc(CSc2nnnn2-c2ccccc2)n1-c1cccc(C(F)(F)F)c1
  5% | 3% | -4% | 0% | -27% | -6
> Brc1cccc(CNCC2CCCO2)c1 (stereo not drawn)
  -3% | -26% | u | 0% | -12% | 25
> Cc1ccc(N(C(=O)CNC(=O)c2ccco2)C(C(=O)NC2CCCCC2)c2cccnc2)cc1F (stereo not drawn)
  9% | 5% | -8% | 6% | -1% | -7
> CC12CCC(C(=O)Nc3ccccc3N3CCOCC3)(CC1=O)C2(C)C (stereo not drawn)
  7% | 1% | -3% | -2% | 49% | -4
> COc1ccc(S(=O)(=O)Cc2ccc(C(=O)NCc3ccccc3)o2)cc1
  10% | -9% | -7% | -26% | -12% | -25
> CCO/C=N/c1c(C#N)c(CC#N)nn1-c1ccccc1
  11% | 1% | u | -17% | -4% | 22
> Cc1nn(-c2ccccc2)c2nc(C(Cl)(Cl)Cl)[nH]c(=O)c12
  -10% | -1% | 0% | 13µM* | -37% | -29
> O=C(COC(=O)CN1C(=O)C(=O)c2ccccc21)OCN1C(=O)c2ccccc2C1=O
  5% | -4% | -12% | -24% | -10% | 8
> CC1CCCCC1NC(=O)COC(=O)c1cc(=O)c2ccccc2o1 (stereo not drawn)
  22% | -2% | -16% | 0% | -5% | 19
> COC(=O)c1cc(NS(=O)(=O)c2cc(Br)cc3c2N(C(C)=O)CC3)cc(C(=O)OC)c1
  x | x | 4% | 4% | x | 19
> O=C(CCC1CCCN(C(=O)CCN2CCCCC2=O)C1)NCc1ccccc1F (stereo not drawn)
  9% | -2% | -9% | 3%[57.1 µM] | 3% | -105*
> CC1(Cc2ccc3c(c2)OCO3)NC(=O)NC1=O (stereo not drawn)
  -3% | -8% | -16% | -6% | -4% | -6
> COc1ccc(/C=N\NC(=O)c2sccc2C)cc1Cn1nc(C)cc1C
  u | x | 2% | 0% | 5% | 84
> O=C(O)c1ccccc1/C=N/NC(=O)c1cc(-c2ccco2)nc2ccccc12
  36%[activator] | u | 6% | 3.2µM* | -20% | -20
> CC(C)CCNc1nc(N)c([N+](=O)[O-])c(NC2CCCCC2)n1
  6% | -5% | -10% | 1% | -22% | -1
> COc1cc(C(N)=O)cc(Br)c1OCc1ccccc1
  u | -1% | u | 1% | -24% | u
> COc1cccc(C2C(C(=O)Nc3nc4ccccc4s3)=C(C)NC3=C2C(=O)CC(C)(C)C3)c1OC (stereo not drawn)
  u | 3% | u | 4% | -31% | 0
> CCCCCn1c(=O)[nH]c2cc(C(=O)N3CCN(c4cccc(OC)c4)CC3)ccc2c1=O
  x | x | 7% | -11% | x | -21
> O=C(NCC(c1ccco1)N1CCCC1)c1sc2cc(F)ccc2c1Cl (stereo not drawn)
  -6% | x | x | x | -44% | u
> CCNc1nc(NC(C)C)nc(SCCOC(=O)c2ccccc2)n1
  u | 0% | u | 0% | -4% | 5
> CC(=O)c1ccc2c(c1)Cc1cc(C(C)=O)ccc1-2
  -4% | 4% | -8% | 5% | -21% | 126
> COc1ccc(C2CC(=O)c3cc(-c4nc(-c5cccc([N+](=O)[O-])c5)cs4)c(=O)n(-c4cccc(C)c4)c3C2)cc1 (stereo not drawn)
  x | x | 24% | 3% | x | -1
> COc1ccc2cc3cc(C(=O)Nc4cc(C)c(Cl)cc4OC)oc3nc2c1
  x | x | -3% | 0% | x | 5
> COc1ccc(/C=N/NC(=O)c2cccc(NC(=O)c3ccc(Cl)cc3)c2)c(OC)c1
  u | 10% | u | -17% | -51% | -15
> Cn1ccnc1SCCNC(=O)C1CCC(=O)N(Cc2ccc(Cl)cc2)C1 (stereo not drawn)
  20% | -5% | -13% | -30% | 17% | -2
> CCCCC1=CC2=CC(=O)C(C)(OC(=O)CC)C(=O)C2=CN1CCc1c[nH]c2ccccc12 (stereo not drawn)
  u | u | 1% | 45µM* | 56% | 4
> Cc1cccc(-n2c(=O)[nH]c3c(C(N)=O)nc(C(C)C)nc32)c1
  u | -6% | u | -3% | -16% | -28
> COc1ccc(-c2csc3ncnc(N4CCN(S(=O)(=O)c5ccc(C)cc5)CC4)c23)cc1
  11µM* | x | u | 5% | -39% | -39
> C[C@@H]1NC(=O)[C@H](CCCN=C(N)N)NC(=O)c2cc([N+](=O)[O-])cc(I)c2OCC[C@@H](C(N)=O)NC1=O
  0%[8.37 µM] | 8% | u | -19% | -40% | x
> CC(=O)Nc1ccc(Nc2nc3c(S(=O)(=O)c4cc(C)ccc4C)nnn3c3ccsc23)cc1
  x | x | 1% | 10% | x | 24
> CC(C)(C=O)Cc1cc(C(C)(C)C)c(O)c(C(C)(C)C)c1
  1% | 1%&-8% | u | -15% | -14% | -12
> CCc1ccccc1N(CC(=O)N1CCCCCC1)S(C)(=O)=O
  26% | 1% | -6% | 0% | 2% | 6
> Cc1cc(-c2ccccc2C(=O)O)on1
  1% | 14% | -15% | 8% | -1% | 37
> CC(C)CC(=O)c1c[nH]c(C(=O)NCc2ccc(F)cc2)c1
  2% | 8% | 1% | 15% | -17% | u

Next structures follow:
Sequence of screens – HCV inh | FBPA Giardia inh | AmpC detergent | Sm TGR block | AmpC no deterg | HCMV inh
> Cc1ccc2c(CSc3nc4nc(C)cc(C)n4n3)cc(=O)oc2c1
  -17% | 4% | 10% | 0% | 88%[activator] | -12
> O=C(O)Cc1ccc(NS(=O)(=O)c2ccccc2Cl)cc1
  11% | 11% | u | 3% | -30% | u
> C=CCn1c(O)c(C=Nc2ccc(CN3CCCCC3)cc2)c(=O)[nH]c1=S
  19% | -17% | -3% | 5% | -4% | 18
> COc1ccc(S(=O)(=O)Nc2ncccn2)cc1
  15% | 1% | 0% | 9% | -6% | 26
> CCn1c(SCC(=O)NC2(C#N)CCCCC2)nc2ccccc2c1=O
  -1% | x | -22% | -7% | -22% | -5
> CCCCCCCNC(=O)C1(CC2CC(c3cccc(Br)c3)=NO2)CCN(C(=O)OC(C)(C)C)CC1 (stereo not drawn)
  -17% | -1% | -16% | -4% | 4% | 2
> Cc1ccc(-c2nc(C(Cl)Cl)c3ccccc3n2)cc1
  3.5µM* | 2% | 0% | 16% | 0% | -8
> Cc1noc(C)c1C(=O)N1CCN(c2ccccc2O)CC1
  15% | x | -5% | -27% | 0% | 24
> COC(=O)c1cc(-c2ccccc2)n(CC(=O)O)c1C
  13% | 23% | 6% | -3% | -10% | 2
> COc1cccc(NC(=O)c2ccc3c(c2)CCN3S(C)(=O)=O)c1
  u | -12% | 23% | 0%&8% | -5% | 55&42
> CCC(C)(C)NC(=O)CN(C(=O)C(=O)Nc1ccc2c(c1)OCCO2)C1CC1
  23% | 9% | -6% | 2% | -7% | -5
> COc1cccc(CC(NC(C)=O)C(=O)NC2CCN(c3c(Cc4ccccc4)c(C)nc4ncnn34)CC2)c1OC (stereo not drawn)
  u | 8% | -3% | -10% | 212%[activator] | 46
> COc1ccc2c(c1)[C@H]1[C@H](CO2)[C@H](c2ccccc2)[C@]2(C)C(=O)N[C@H](C)C(=O)N12
  18% | x | 3% | -2% | 20% | -20
> CCOc1c(CNCc2ccc(C(=O)O)cc2)cccc1OC
  19% | -2% | -9% | -2% | -7% | -34
